Screens: PubChem, several laboratories
proCasp7 act – counter-screen for procaspase-3 activators: activators of human procaspase-7. AID 463210. 330,000 tested, 0.093% active. P55210. recombinant procaspase-7, Ac-DEVD-pNA absorbance 405 nm; D23A/D198A/D206A triple mutant, cannot self-cleave; scale: DMSO 0, 5 µM enzyme 100. activation, % at 8.5 µM;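 active = percent activation above the screen-wide mean plus 3 SD, cut at about 25% in these data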
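Assay system: Uncleavable procaspase-7 mutant enzyme; Input: 2 µM procaspase-7 mutant as dispensed; Also added: DEVD-pNA substrate; Medium: Zinc-free HEPES pH 7.4 with 300 mM NaCl, 0.01% Triton X-100; Timing: 1 h compound preincubation, 2 h substrate cleavage, 25 °C; Measured by: Epi-absorbance of released pNA at 405 nm, two timepoints.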
EBNA-1 inhibitor – blocks EBNA-1 binding to DNA | EBNA-1 DNA binding, fluorescence polarization | inhibition, % at 14.8 µM | 300,000 tested, 0.34% active | AID 1950; in the data active = inhibition above about 28%
RPL19A TOR yeast – yeast TOR pathway RPL19A-GFP modulation | S. cerevisiae RPL19A-GFP strain, flow cytometry, 3 h; active compounds read low | 330,000 tested, 0.3% active | percent response vs DMSO, % at 10 µM;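 active = percent response vs DMSO below 50%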;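 also: median channel GFP fluorescence of the barcoded RPL19A-GFP strain; ratio of sample median GFP to plate DMSO average so 100% = DMSO; lower means less RPL19A-GFP as with rapamycin TOR inhibition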
AHR act – human AHR activation; AHR-responsive luciferase reporter cells, luminescence; activation, % at 5 µM; 320,000 tested, 2.5% active; in the data active = activation above about 47%;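 also: 0% = vehicle wells and 100% = reference agonist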
Target sequence (P35869 whole entry, looked up): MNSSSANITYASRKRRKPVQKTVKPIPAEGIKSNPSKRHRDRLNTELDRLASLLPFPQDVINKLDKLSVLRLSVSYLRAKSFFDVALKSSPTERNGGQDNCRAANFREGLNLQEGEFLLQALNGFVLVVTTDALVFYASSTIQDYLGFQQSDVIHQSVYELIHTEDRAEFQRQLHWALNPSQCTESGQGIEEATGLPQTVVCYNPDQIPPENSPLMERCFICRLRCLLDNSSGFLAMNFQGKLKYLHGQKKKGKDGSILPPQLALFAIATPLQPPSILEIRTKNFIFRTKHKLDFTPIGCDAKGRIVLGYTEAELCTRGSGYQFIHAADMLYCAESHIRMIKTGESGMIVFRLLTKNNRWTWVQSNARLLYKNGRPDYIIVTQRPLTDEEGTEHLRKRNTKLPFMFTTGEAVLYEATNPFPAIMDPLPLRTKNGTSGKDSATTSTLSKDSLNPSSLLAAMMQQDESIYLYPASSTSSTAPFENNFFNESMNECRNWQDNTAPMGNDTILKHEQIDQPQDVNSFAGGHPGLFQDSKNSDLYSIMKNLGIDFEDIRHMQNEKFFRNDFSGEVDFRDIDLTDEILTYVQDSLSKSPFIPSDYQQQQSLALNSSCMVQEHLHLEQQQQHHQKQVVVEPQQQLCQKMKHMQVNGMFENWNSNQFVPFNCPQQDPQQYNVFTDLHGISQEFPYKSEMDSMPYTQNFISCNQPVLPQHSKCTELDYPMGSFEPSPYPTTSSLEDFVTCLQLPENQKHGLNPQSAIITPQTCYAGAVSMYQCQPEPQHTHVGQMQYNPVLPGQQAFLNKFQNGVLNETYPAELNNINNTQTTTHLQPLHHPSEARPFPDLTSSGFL
MEP2 TOR yeast – modulators of TOR pathway MEP2-GFP in S. cerevisiae. AID 2016. 330,000 tested, 0.51% active. GFP response vs DMSO, % at 10 µM. S. cerevisiae MEP2-GFP strain, flow cytometry GFP, 3 h; 100% = DMSO control level;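 active = GFP response versus DMSO above a set limit, roughly screen mean plus 3 SD, cut at about 180% in these data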;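 also: median GFP fluorescence of the barcode-gated MEP2-GFP cells per well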
procasp3 activ – procaspase-3 (human) activation. P42574. recombinant procaspase-3 D3A, Ac-DEVD-pNA absorbance 405 nm. activation, % at 8.5 µM. 330,000 tested, 0.11% active;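 active = activation above the mean of all tested compounds plus 3 SD, cut at about 21% in these data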;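 also: 0% = DMSO alone and 100% = DMSO wells spiked with extra 5 µM PC-3 D3A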
Target sequence (P42574 whole entry D9A/D28A/D175A): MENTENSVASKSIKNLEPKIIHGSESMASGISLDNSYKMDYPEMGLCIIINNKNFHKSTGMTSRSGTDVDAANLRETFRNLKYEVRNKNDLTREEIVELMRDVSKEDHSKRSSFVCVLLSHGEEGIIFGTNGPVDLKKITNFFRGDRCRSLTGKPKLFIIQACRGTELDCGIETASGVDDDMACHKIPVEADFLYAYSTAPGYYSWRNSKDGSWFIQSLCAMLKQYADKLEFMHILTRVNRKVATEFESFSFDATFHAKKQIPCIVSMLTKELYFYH
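Assay system – Procaspase-3 D3A mutant · Benchmarks – DMSO low control, extra-enzyme high control · Technique – 405 nm absorbance of p-nitroaniline, reads at 0 and 120 min · Doses – 8.5 µM nominal · Measure – % activation between DMSO and enzyme-spiked controls · Also added – Ac-DEVD-pNA chromogenic peptide substrate · Schedule – 1 h compound preincubation, 2 h substrate hydrolysis at 25 °C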
LAP4-GFP MLPCN – yeast TOR pathway LAP4-GFP modulation. S. cerevisiae LAP4-GFP multiplex, flow cytometry GFP, 3 h; median GFP as percent of DMSO wells. GFP response vs DMSO, % at 10 µM. AID 2023. 320,000 tested, 0.34% active;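 active = GFP response vs DMSO above a set limit, about the screen mean plus 3 SD, cut at about 150% in these data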
ZTA DNA inh – ZTA (EBV) inhibition in EBNA-1 counter-screen; ZTA-DNA binding, fluorescence polarization; inhibition, % at 11 µM; 320,000 tested, 0.15% active; in the data active = inhibition above about 33%
* hit, by the source's call; x = not tested or not shown; [ ] = dose if it differs, or a comment.

SMILES | proCasp7 act | EBNA-1 inhibitor | RPL19A TOR yeast | AHR act | MEP2 TOR yeast | procasp3 activ | LAP4-GFP MLPCN | ZTA DNA inh
COc1ccc(Nc2nc(-c3ccccc3)cs2)cc1 | -9.8 | -3.0 | 93.3 | 91.8* | 98.0 | 0.8 | 102.4 | -20.6
O=c1c(Cc2ccc(F)cc2)c(O)ccn1CCc1cnc[nH]1 | 14.0 | -6.6 | 107.5 | 1.3 | 104.5 | 0.8 | 101.8 | -8.3
CN1C(=S)NC(C)(C)CC1(C)c1ccc(O)cc1O (stereo not given) | -7.6 | -5.7 | 101.7 | 7.7 | 101.9 | -7.1 | 97.1 | -12.6
O=C(CCN1CCCO1)N1CCCC(N2CCN(c3cccc(C(F)(F)F)c3)CC2)C1 (stereo not given) | -2.9 | 3.4 | 99.2 | 1.8 | 92.3 | 8.8 | 73.4 | -8.9
CS(=O)(=O)N(CC(=O)N1CCCC1)Cc1ccc(Cl)cc1 | 6.3 | -4.3 | 87.5 | -2.6 | 99.2 | -1.9 | 109.4 | -9.5
NC(=S)NNc1cc(Cl)cc(Cl)c1 | -29.3 | 4.9 | 97.2 | -0.4 | 97.6 | -26.7 | 111.0 | 20.4
CCCCC(NC(=O)Cc1c(C)c2cc3c(C)c(C)oc3c(C)c2oc1=O)C(=O)O (stereo not given) | 0.8 | 6.0 | 102.9 | 1.4 | 109.6 | 4.7 | 94.9 | 2.5
COc1ccccc1CC(=O)Nc1cccc(C(=O)NN2C(=O)c3ccccc3C2=O)c1 | -7.2 | -6.9 | 102.2 | 0.6 | 98.3 | 2.2 | 85.8 | 0.9
COc1ccc2[nH]c3c(c2c1)CCN1C(=O)N([C@@H](C)C(=O)NCc2ccccc2OC)C(=O)[C@]31C | -4.3 | 0.5 | 94.0 | -0.5 | 106.7 | 13.3 | 105.1 | -0.1
CCCCN(CCCNC(=O)c1ccc(CS(=O)(=O)c2ccc(OC)cc2)o1)Cc1ccccc1 | 6.4 | 13.0 | 57.5 | 1.2 | 142.3 | 3.1 | 91.5 | 8.1
CC(Oc1ccccc1Cl)C(=O)Nc1ccccc1C(=O)N1CCOCC1 (stereo not given) | 0.4 | 4.2 | 118.0 | 0.9 | 118.4 | -5.0 | 89.4 | 9.2
c1ccc(Cn2nnc3ccccc32)cc1 | 5.5 | -4.4 | 108.6 | -1.1 | 106.0 | 2.1 | 94.6 | -0.9
COC(=O)c1cc(S(=O)(=O)NCc2cccs2)c[nH]1 | -1.7 | 0.4 | 94.3 | 3.1 | 92.0 | -6.1 | 87.5 | -0.7
COc1cc(/C=C/C(=O)O)cc(S(=O)(=O)NNC(=O)c2cc(C)oc2C)c1OC | -1.9 | x | 95.9 | -2.5 | 96.7 | 6.3 | 86.5 | x
CC(C)(C)NC(=O)CSc1ccc(S(=O)(=O)N2CCOCC2)cn1 | -3.1 | x | 96.9 | -0.8 | 96.6 | 6.0 | 97.8 | 0.9
Cc1ccc(C)c(C(=O)NC(C)CCc2ccccc2)c1 (stereo not given) | 0.2 | 0.3 | 99.2 | 2.0 | 105.7 | 1.6 | 98.0 | 15.0
COc1ccc(N2CC(O)=C(c3nc(-c4ccc(F)cc4)cs3)C2=N)cc1OC | -0.5 | -16.1 | 103.2 | 35.0 | 91.7 | -4.6 | 91.5 | -18.6
CCCCNC(=O)O[C@@H]1C[C@H]2CCC(=O)N3CC[C@@H](C1)[C@@H]23 | 9.2 | 2.2 | 108.4 | -2.6 | 97.3 | -1.8 | 109.3 | -2.9
Cc1c(C(=O)N2CCC(Cc3ccccc3)CC2)cccc1[N+](=O)[O-] | 7.9 | -0.9 | 95.8 | -0.2 | 98.1 | 4.2 | 99.2 | -9.4
COc1ccc(N(CC(=O)NC2CCCCCC2)S(=O)(=O)c2c(C)nn(C)c2C)cc1 | 0.7 | -3.6 | 95.9 | -0.4 | 96.2 | -5.5 | 91.3 | -9.0
COc1ccc(S(=O)(=O)NCCOc2ccccc2)cc1-n1cnnn1 | 6.9 | 8.8 | 95.1 | 1.1 | 94.4 | 19.1 | 97.6 | -2.9
Cc1ccc(NC(=O)CCC2CC(C)(C)OC2=O)cc1 (stereo not given) | 10.0 | -11.3 | 93.8 | 6.3 | 101.7 | 0.7 | 97.2 | -8.3
COc1cc(C(=O)OCC(=O)c2ccc(S(=O)(=O)N3CCCCC3)cc2)cc(OC)c1OC | 1.4 | x | 96.6 | -0.4 | 97.1 | -5.1 | 94.5 | 1.3
Cc1ccccc1Nc1c([N+](=O)[O-])ccc2nonc12 | -2.3 | 8.3 | 106.6 | -0.6 | 114.6 | 1.4 | 87.8 | 1.9
COc1ccc(NN=Nc2nc3c([nH]2)c(=O)n(C)c(=O)n3C)cc1 | 6.5 | 4.1 | 97.7 | 12.0 | 99.2 | -7.1 | 109.0 | 0.9
Nc1ccccc1C#Cc1ccc2[nH]ccc2c1 | -0.7 | 14.4 | 97.7 | 93.9* | 88.8 | -0.4 | 112.2 | 9.8
C=CCn1c(SCC(=O)NC2(C#N)CCCCC2)nnc1-c1ccncc1 | 6.1 | -5.8 | 102.7 | 4.0 | 104.9 | -4.2 | 103.9 | -3.7
C=CCN(CC=C)CCCOc1ccc(Br)cc1Cl | 12.1 | -1.5 | 104.7 | 4.1 | 102.7 | 6.8 | 89.2 | -0.2
COc1cc(C(=O)OCC(=O)NC2CCCC2)cc(NC(=O)c2ccco2)c1OC | 5.8 | -6.0 | 100.6 | 1.7 | 99.1 | -6.1 | 99.8 | -2.0
Cc1noc(C)c1COc1ccc(C(=O)OCC(=O)Nc2ccc(C(=O)N(C)C)cc2)cc1 | -4.0 | -5.1 | 94.8 | -0.3 | 82.1 | 5.8 | 95.0 | -4.0
CCN1CCCC1Cn1cnc2c([nH]c3ccc(Cl)cc32)c1=O (stereo not given) | -0.8 | -5.9 | 100.7 | 9.3 | 98.8 | 0.8 | 101.5 | 0.1
CS(=O)(=O)N1CCN(C(=O)Cc2ccc(Br)cc2)CC1 | 7.6 | -16.4 | 105.8 | 0.1 | 101.0 | -2.7 | 89.6 | -7.6
C=CCSc1nccc(-c2cc(Cl)sc2Cl)n1 | -3.2 | -6.3 | 104.0 | -6.7 | 96.3 | -0.3 | 92.4 | -8.3
CC(C(=O)Nc1cc([N+](=O)[O-])ccc1Cl)N1CCN(c2ccccc2)CC1 (stereo not given) | 3.0 | 10.0 | 104.0 | 1.6 | 104.4 | 1.0 | 90.9 | -8.8
CCOc1ccc(NC(=O)CN(C)C(=O)c2ccc3[nH]c4c(c3c2)CC(C)CC4)cc1OCC (stereo not given) | 5.2 | -0.8 | 101.1 | 5.4 | 99.2 | -2.1 | 101.6 | -2.1
C=C[C@@H]1c2ccccc2N(S(=O)(=O)c2ccc(C)cc2)[C@H](c2ccc(C(F)(F)F)cc2)C1(C#N)C#N | -0.2 | x | 116.2 | 26.3 | 104.4 | 0.2 | 113.2 | 8.1
c1ccc2[nH]c(SCc3cscn3)nc2c1 | -2.5 | -8.9 | 102.3 | 8.2 | 97.5 | 8.2 | 95.1 | -16.6
COc1ccc(C(=O)n2cc(C(C)=O)c3ccccc32)cc1 | 0.7 | -8.7 | 107.1 | 10.9 | 108.8 | 11.4 | 98.3 | -3.4
CSc1nc(SC)c2c3c(oc2n1)COC(C)(C)C3 | 13.1 | 6.3 | 96.6 | 0.1 | 101.4 | 0.5 | 101.9 | 19.1
Cc1cccc(-n2nc(C)c3c2NC2=C(C(=O)CCC2)C3c2ccccn2)c1 (stereo not given) | -0.3 | 0.3 | 100.3 | 1.7 | 101.0 | 2.2 | 100.2 | 5.6
COc1ccccc1CNS(=O)(=O)c1ccc2c(c1)CCCN2C(C)=O | 1.0 | -13.6 | 96.5 | 6.4 | 102.3 | 2.0 | 103.9 | 1.8
CNC(=O)CSc1nc2c([nH]c3ccccc32)c(=O)n1CCOC | -0.4 | 9.2 | 97.7 | 31.3 | 100.4 | -9.8 | 89.8 | -9.6
Cc1onc(-c2ccccc2)c1C(=O)N/N=C/c1ccc(Br)cc1 | 11.1 | -4.5 | 94.8 | -2.0 | 95.8 | 4.1 | 103.4 | 8.1
COc1cc(CNc2cccc(F)c2)cc(Br)c1O | -5.4 | -1.6 | 91.8 | 11.2 | 91.9 | 1.9 | 96.4 | -6.6
Cc1ccc(-c2cc(C(=O)Nc3ccccn3)c3ccccc3n2)o1 | -26.9 | 6.7 | 16.7*[may fluoresce violet] | 4.8 | 140.0[may fluoresce violet] | -11.5 | 85.5[may fluoresce violet] | 5.6
Cc1ccc(S(=O)(=O)Nc2nc3ccccc3s2)cc1[N+](=O)[O-] | 11.6 | -2.1 | 101.5 | 6.4 | 108.1 | 11.0 | 92.9 | 16.7
N=C1/C(=C/c2ccc(-c3cccc(C(=O)O)c3)o2)C(=O)N=C2SC=C(c3ccccc3)N12 | -11.8 | 59.8* | 107.6 | 10.5 | 102.7 | -16.2 | 88.3 | 34.8*
O=C1OC(CC(=O)N(Cc2nnc(-c3ccc(Cl)cc3)o2)C2CC2)c2ccccc21 (stereo not given) | 0.8 | x | 95.2 | 1.0 | 96.9 | 5.0 | 98.6 | -8.9
CCC(=O)NC1(C(F)(F)F)C(=O)Nc2c1c(=O)n(C)c(=O)n2C (stereo not given) | 5.1 | -7.0 | 97.7 | -2.9 | 97.9 | 10.0 | 76.3 | -15.5
CNC(=S)N1CCN(c2ccc(OC)cc2)CC1 | -3.4 | -8.4 | 97.7 | -0.6 | 97.9 | 7.3 | 103.7 | -13.0

Sorted by length of the SMILES (smallest number first): some entries from above
SMILES | proCasp7 act | EBNA-1 inhibitor | RPL19A TOR yeast | AHR act | MEP2 TOR yeast | procasp3 activ | LAP4-GFP MLPCN | ZTA DNA inh
CNC(=O)CSc1nc2c([nH]c3ccccc32)c(=O)n1CCOC | -0.4 | 9.2 | 97.7 | 31.3 | 100.4 | -9.8 | 89.8 | -9.6
O=C1OC(CC(=O)N(Cc2nnc(-c3ccc(Cl)cc3)o2)C2CC2)c2ccccc21 (stereo not given) | 0.8 | x | 95.2 | 1.0 | 96.9 | 5.0 | 98.6 | -8.9
N=C1/C(=C/c2ccc(-c3cccc(C(=O)O)c3)o2)C(=O)N=C2SC=C(c3ccccc3)N12 | -11.8 | 59.8* | 107.6 | 10.5 | 102.7 | -16.2 | 88.3 | 34.8*

The results go on:
SMILES | proCasp7 act | EBNA-1 inhibitor | RPL19A TOR yeast | AHR act | MEP2 TOR yeast | procasp3 activ | LAP4-GFP MLPCN | ZTA DNA inh
C=CCn1c(=N)n(CC(O)COc2ccccc2OC)c2ccccc21 (stereo not given) | 3.9 | 8.3 | 96.1 | 62.4* | 106.0 | 2.8 | 103.5 | 14.1
CCCCCCSc1ccc([C@H]2N[C@@](CC(C)C)(C(=O)OC)[C@H]3C(=O)N(C)C(=O)[C@@H]23)cc1OC | -5.8 | 0.7 | 99.5 | 4.6 | 90.0 | -6.1 | 105.5 | -4.0
CCOC(=O)C1=C(C)OC(N)=C(C#N)C1c1cc(SCC)oc1C (stereo not given) | 5.8 | 7.2 | 102.7 | 4.6 | 98.1 | -8.3 | 98.7 | -9.3
Cc1cc(C(=O)NC(C)c2ccncc2)cs1 (stereo not given) | 0.8 | 3.0 | 96.5 | 1.4 | 98.0 | 11.2 | 94.4 | 6.0

An excerpt of these results, with two lines to a compound:
Below each SMILES – proCasp7 act, EBNA-1 inhibitor, RPL19A TOR yeast, AHR act, MEP2 TOR yeast, procasp3 activ, LAP4-GFP MLPCN, ZTA DNA inh
C=CCn1c(=N)n(CC(O)COc2ccccc2OC)c2ccccc21 (stereo not given)
  3.9, 8.3, 96.1, 62.4*, 106.0, 2.8, 103.5, 14.1
CCCCCCSc1ccc([C@H]2N[C@@](CC(C)C)(C(=O)OC)[C@H]3C(=O)N(C)C(=O)[C@@H]23)cc1OC
  -5.8, 0.7, 99.5, 4.6, 90.0, -6.1, 105.5, -4.0

Compounds were not picked by outcome; 3.8% or so of the library scored in one or more.
